# KB-V1 cytotox: KB-V1 MDR subline cytotoxicity. Potency, µM (series often up to 46.1 µM), for the others: at the top dose activity change, negative = cytotoxicity, actives largely listed as cytotoxic. KB-V1 MDR cells viability, CellTiter-Glo, 72 h. hit rate 3.4% among 400,000. AID 1347076; also: potency is read from the fitted curve at half-maximal effect; % is scaled to controls: 0 for no effect and ±100 for the full control effect; nearly all actives have a fitted effect of over 60% in size
#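 Luminescent ATP read-out (CellTiter-Glo, 10 min) measures survival of drug-selected KB-V1 MDR cells after 72 h, 37 degrees C compound exposure. Medium: phenol-red-free DMEM, 10% FBS. Values from fitted concentration-response curves.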
# KB-3-1 tox: kills parental KB-3-1 adenocarcinoma cells; hit rate 1.4% among 400,000; Potency, µM (titrated, usually from 46.1 µM), for the others: top-dose activity change, negative = cytotoxic, usual class: cytotoxic; KB-3-1 viability, CellTiter-Glo ATP luminescence, 72 h; also: potency is read from the fitted curve at half-maximal effect; % is scaled to controls: 0 for no effect and ±100 for the full control effect; nearly all actives have a fitted effect of over 60% in size
#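 Screening of KB-3-1 cells (DMEM, 10% FBS, phenol-red free) ran from lowest to highest compound concentration; after 72 h at 37 °C viability was read luminescently and curves fitted.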
# SW480 rerep: induces DNA re-replication in SW480 colon adenocarcinoma cells; AID 624297; Potency, µM (doses to about 46.1 µM), for the others: at the highest dose re-replication activation, usual class: activators; hit rate 1.8% among 340,000; SW480 DNA re-replication, Hoechst DNA content imaging, 48 h; also: potency is read from the fitted curve at half-maximal effect; % of control where 0% means no effect; nearly all actives have a fitted effect of over 55% in size
#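 Image-based read-out: total Hoechst fluorescence of nuclei (405 nm excitation, 500-530 nm emission), with hits raising the fraction of high-intensity nuclei. SW480 colon cells incubated 48 hr with compounds at 37 C.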
# HT1080NT lethal: kills 2HG-producing HT-1080-NT fibrosarcoma cells. HT-1080-NT fibrosarcoma viability, CellTiter-Glo ATP luminescence, 48 h. Potency, µM (series often up to 46.1 µM), without a hit: top-dose activity, negative = less viability, actives largely listed as cytotoxic. hit rate 1.6% among 360,000;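 also: NT is the 2HG producing partner of a matched IDH1 knockdown line; potency is read from the fitted curve at half-maximal effect; 0% = DMSO-treated cells and -100% = media-only wells without cells; nearly all actives have a fitted effect of over 55% in size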
#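 HT-1080-NT fibrosarcoma cells (2HG-overproducing), 750 cells/well in RPMI with 5% FBS, dosed after 2 h and incubated 48 h at 37C. CellTiter-Glo luminescence normalized to DMSO and no-cell wells; concentration-response curves fitted and classed.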
# HEK293 tox: cytotoxic in the GLP-1 receptor inverse agonist counter-screen | hit rate 0.13% among 410,000 | Potency, µM (doses to about 38.3 µM), inactives show at the top dose activity change, negative = inhibition, actives largely listed as inhibitors | AID 624418 | HEK293 cAMP-luciferase reporter cells, luminescence, 24 h;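 also: loss of luciferase light is scored as toxicity; potency is read from the fitted curve at half-maximal effect; % is scaled to controls: 0 for no effect and ±100 for the full control effect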
#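 A 23 nL compound transfer followed 12 hours of cell culture at 37 deg C; exposure then lasted 24 hr. Luciferase assay detection reagent was dispensed and plates read for luminescence after a 12 min room-temperature wait.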
# DRD3 agonist: activates the human D3 dopamine receptor; P35462; D3R DiscoveRx beta-arrestin cells, luminescence, 90 min; max activation, %; hit rate 0.58% among 410,000; in the data active = max activation above about 30%; also: 0% is about no effect; mostly tested at two doses, the higher about 12 µM
# Target sequence (P35462 whole entry, looked up): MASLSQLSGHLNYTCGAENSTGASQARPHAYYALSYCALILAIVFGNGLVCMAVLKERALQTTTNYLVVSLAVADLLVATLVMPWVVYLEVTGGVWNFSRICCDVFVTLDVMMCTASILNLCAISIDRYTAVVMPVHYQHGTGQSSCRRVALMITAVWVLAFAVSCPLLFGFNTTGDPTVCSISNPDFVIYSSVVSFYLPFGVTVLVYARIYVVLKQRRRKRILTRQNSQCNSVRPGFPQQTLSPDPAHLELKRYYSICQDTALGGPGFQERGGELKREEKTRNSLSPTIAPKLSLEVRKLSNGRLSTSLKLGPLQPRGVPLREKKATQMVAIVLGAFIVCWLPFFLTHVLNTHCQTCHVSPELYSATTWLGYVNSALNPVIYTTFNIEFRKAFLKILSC
#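 Agonist mode: compounds and dopamine controls were applied to plated cells for 90 min at 37 degrees C after an overnight attachment at 1500 cells/well. Luminescent read-out followed 30 - 60 minutes at room temperature with DiscoveRx detection reagent.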
# MCF10A rerep: DNA re-replication induction in MCF 10a cells | MCF 10A DNA re-replication, Hoechst nuclear intensity, 48 h | Potency, µM (top dose mostly 46.1 µM), inactives show at the highest dose activity, positive = re-replication, actives largely listed as activators | hit rate 2.9% among 350,000; also: potency is read from the fitted curve at half-maximal effect; % of control where 0% means no effect; nearly all actives have a fitted effect of over 50% in size
# IL-1B inflam inh: inflammasome signaling inhibition, IL-1 beta readout; AID 743279; THP-1 LPS/ATP IL-1B secretion, AlphaLISA, 16 h; active compounds read low; hit rate 4.7% among 360,000; activity change, % at 57.5 µM; in the data active = activity change below about -50%; inconclusive = mostly about -30% to -49%; also: % is scaled to controls: 0 for no effect and ±100 for the full control effect
#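 THP-1 cells pretreated 1 hr with compounds (up to 57.5 uM final), then stimulated with LPS (250 ng/mL final) plus ATP (1.25 mM final); secreted IL-1B measured by AlphaLISA after 16 hr, decreased signal indicating inhibition.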
# HT1080 IDH1KD tx: HT-1080 IDH1 knockdown cell toxicity (counter line) | HT-1080 IDH1 knockdown viability, ATP luminescence, 48 h | hit rate 2% among 360,000 | Potency, µM (top dose mostly 46.1 µM), for inactives: top-dose activity, negative = toxicity, usual class: cytotoxic;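 also: potency is read from the fitted curve at half-maximal effect; 0% = DMSO wells and -100% = cell-free medium wells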
#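 Viability of IDH1-knockdown HT-1080 fibrosarcoma cells was assessed by CellTiter-Glo after 48 h at 37 °C with titrated compound; concentration-effect curves were classified by fit quality and response size.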
# Active calls of the source: *; ? = inconclusive; · = not tested or not shown; & = joins results of further samples; [ ] = dose if it differs, or a comment. Unless noted, calls follow the shape of the dose curve; as a rule, active = well fitted curve in the direction sought with a large enough effect; inconclusive = small, poorly fitted or top-dose-only effect, or another doubt; inactive = no such curve, though single readings can be large; an effect the other way counts as inactive or inconclusive.
# Values run as follows: KB-V1 cytotox	KB-3-1 tox	SW480 rerep	HT1080NT lethal	HEK293 tox	DRD3 agonist	MCF10A rerep	IL-1B inflam inh	HT1080 IDH1KD tx
> COc1ccccc1NS(=O)(=O)c1ccc(C)c(NC(=O)C2CCCO2)c1 (stereo not drawn)
  -6.6%	2.1%	1.6%	5.1%	-1.7%	0.5	5.6%	-4.5	14.5%
> CC(C)C(=O)Nc1cccc(NC(=S)NC(=O)c2ccccc2Cl)c1
  0.0%	-18.3%	-0.3%	1.2%	-3.1%	-10.0	8.0%	-15.3	-11.1%
> CSCCC(NC(=O)c1ccco1)C(=O)NCc1ccc2c(c1)OCO2 (stereo not drawn)
  -11.9%	4.6%	-5.4%	9.2%	-5.5%	6.6	-1.4%	-1.8	6.7%
> C[C@@H]1CN(S(=O)C(C)(C)C)[C@H](CCO)/C1=C\CCO (stereo partly drawn)
  ?	11.4%	17.2%[9.22 µM]	13.7%	-1.6%	16.6	11.7%	1.7	5.5%
> CCNC(=O)CCSc1nnc(-c2ccco2)o1
  9.1%	0.0%	-9.0%	-1.3%	4.2%[1.53 µM]	1.0	9.6%	10.2	0.4%
> Cc1nnc(N2C(=O)c3oc4ccccc4c(=O)c3C2c2ccc(F)cc2)s1 (stereo not drawn)
  19.0%	6.7%	·	·	1.9%	5.8	·	·	·
> CCOC(=O)CNc1nc(-c2ccncc2)nc2ccccc12
  -8.3%	-1.2%	-0.8%[9.22 µM]	-10.3%	1.6%	-1.9	22.5%	-9.1	-2.4%
> Cc1cccc(NC(=O)CN(C)S(=O)(=O)c2cccc3nsnc23)c1C
  -1.0%	-0.9%	-2.5%	0.3%	-3.4%	1.6	0.6%	-4.8	0.8%
> CC1=NCC(C)c2c1[nH]c1ccccc21 (stereo not drawn)
  -19.7%	7.3%	13.9%	-4.7%	100.1%[activator]	-8.8	?	-6.8	0.4%
> CC1Cc2ccccc2N1C(=O)c1cc2sccc2n1Cc1ccccc1 (stereo not drawn)
  -19.9%	15.6%	18.5%	-16.5%	-0.3%	12.4	23.6%	-5.4	-14.5%
> O=C(NC1(C(F)(F)F)C(=O)Nc2c1c(=O)[nH]c(=O)n2CCc1ccccc1)c1ccc(Cl)cc1Cl (stereo not drawn)
  4.0%	13.3%	·	·	-11.4%	2.9	·	·	·
> Cc1ccc(CNC(=O)C(NS(=O)(=O)c2cccc3nsnc23)c2ccccc2)cc1 (stereo not drawn)
  ?	0.1%	6.2%&-3.4%	-0.4%	8.2%[1.53 µM]	-8.4	1.0%&-1.8%	10.8	-3.0%
> COc1ccc(-c2nc(S(=O)(=O)c3ccccc3)c(N3CCCC3)o2)cc1
  -7.3%	0.2%	·	1.9%	9.3%	1.6	·	5.3	0.7%
> CC(C)C[C@@H](CN1CCCC1CN1C(=S)NC[C@@H]1Cc1ccc(O)cc1)N1C[C@H](Cc2ccccc2)N(CC2CCCCC2)C1=S (stereo partly drawn)
  ?	?	?	-22.4%	6.6%	28.6	?	-22.3	?
> COCCCNC(=O)C(C#N)c1nc2ccccc2nc1N1CCCC1 (stereo not drawn)
  1.4%	13.2%	-1.4%[9.22 µM]	4.7%	99.6%[activator]	-7.1	4.4%	-5.8	9.6%
> CC(=O)c1cccc(NC(=O)c2ccc([N+](=O)[O-])o2)c1
  16.4µM*	?	?	14.6µM*	10.9%	6.9	4.11µM*	-87.1*	?
> CCc1ccc(S(=O)(=O)c2cn(C)c3cc(OC)c(OC)cc3c2=O)cc1
  0.0%&16.3%	13.3%&1.3%	1.8%	-2.4%	0.3%&0.0%	-3.3&-3.8	1.0%	0.0	-1.9%
> Cc1nc(SC(C)C(=O)Nc2cccc(C(F)(F)F)c2)c2c(C)c(C(=O)O)sc2n1 (stereo not drawn)
  5.1%	-20.9%	-1.9%	29.9%	-2.2%	0.1	-0.9%	33.4	5.2%
> NC(=O)c1nc(Nc2ccccc2)sc1NC(=O)c1ccccc1Br
  7.7%	0.4%	·	·	2.8%	5.3	·	·	·
> COc1cccc(CN2CCNC(=O)C2CC(=O)NCCc2nc(C)c(C)s2)c1OC (stereo not drawn)
  -4.1%	-3.9%	-32.7%[inhibitor]	5.4%	2.1%	-1.1	0.5%	-3.6	2.5%
> C[C@H](O)[C@@H]1CN2CCc3c([nH]c4ccccc34)[C@@H]2C[C@@H]1N(C)C(=O)Nc1ccccc1
  2.7%	-5.5%	·	-18.6%	23.7%	-9.6	·	-27.5	4.6%
> Cc1oc(-c2cccs2)nc1CN1CCN(CC(C)C)C(CCO)C1 (stereo not drawn)
  9.9%	15.4%	16.5%	-2.6%	6.3%	-4.0	?	15.6	3.4%
> CC(NS(=O)(=O)c1ccc(Cl)cc1)C(=O)Nc1ccc2c(c1)OCCO2 (stereo not drawn)
  ?	?	-0.9%	1.9%	-7.8%	1.5	19.5%	2.1	3.2%
> COc1cccc2c1OCC(CN1CCN(Cc3ccccc3F)C(CCO)C1)=C2 (stereo not drawn)
  ?	-1.8%	?	-5.3%	8.0%	-24.5	0.731µM*	-2.6	-3.4%
> CC(=O)CSc1nc2c(c(=O)[nH]c(=O)n2C)n1Cc1ccccc1Cl
  -1.2%	?	-11.9%[1.84 µM]	-14.6%	-6.6%	7.0	-22.8%	0.2	-15.6%
> CCn1cc(Br)c(C(=O)NC(=S)Nc2ccc(C(=O)OC)cc2)n1
  -8.1%	-9.7%	0.8%	12.8%	8.9%	-2.5	-0.3%	3.8	13.0%
> NC(=O)CSc1ncc2c(n1)-c1ccccc1N(Cc1ccc(F)cc1)S2(=O)=O
  4.3%	-3.8%	·	·	-0.6%	1.2	·	·	·
> CC(=O)/C(C#N)=C1\NC(=O)C(Cc2ccc(F)cc2)S1 (stereo not drawn)
  -35.4%	?	?	-12.3%	?	4.0	6.2%	20.7	-15.6%
> CCCCCCC(=O)N/N=C/c1ccco1
  -0.5%	5.9%	17.3%	16.3%	-6.2%	2.8	21.4%	0.0	11.1%
> Cc1cn2c(-c3ccncc3)nnc2s1
  -12.7%	?	-5.8%[9.22 µM]	1.8%	-10.9%	0.8	7.3%	0.4	0.0%

# Arranged by SMILES length (rising): part of the list above
# Values run as follows: KB-V1 cytotox	KB-3-1 tox	SW480 rerep	HT1080NT lethal	HEK293 tox	DRD3 agonist	MCF10A rerep	IL-1B inflam inh	HT1080 IDH1KD tx
> CCCCCCC(=O)N/N=C/c1ccco1
  -0.5%	5.9%	17.3%	16.3%	-6.2%	2.8	21.4%	0.0	11.1%
> CC(C)C(=O)Nc1cccc(NC(=S)NC(=O)c2ccccc2Cl)c1
  0.0%	-18.3%	-0.3%	1.2%	-3.1%	-10.0	8.0%	-15.3	-11.1%
> C[C@@H]1CN(S(=O)C(C)(C)C)[C@H](CCO)/C1=C\CCO (stereo partly drawn)
  ?	11.4%	17.2%[9.22 µM]	13.7%	-1.6%	16.6	11.7%	1.7	5.5%
> COc1ccccc1NS(=O)(=O)c1ccc(C)c(NC(=O)C2CCCO2)c1 (stereo not drawn)
  -6.6%	2.1%	1.6%	5.1%	-1.7%	0.5	5.6%	-4.5	14.5%
> COc1cccc(CN2CCNC(=O)C2CC(=O)NCCc2nc(C)c(C)s2)c1OC (stereo not drawn)
  -4.1%	-3.9%	-32.7%[inhibitor]	5.4%	2.1%	-1.1	0.5%	-3.6	2.5%

# Further structures follow:
# Values run as follows: KB-V1 cytotox	KB-3-1 tox	SW480 rerep	HT1080NT lethal	HEK293 tox	DRD3 agonist	MCF10A rerep	IL-1B inflam inh	HT1080 IDH1KD tx
> CC(=O)Oc1c(C)c2c3c(c1OC(C)=O)[C@@H](C)CC[C@@H]3[C@@H](C)C[C@H]2C=C(C)C
  ?	8.9%	6.0%	-5.5%	2.1%	43.2*	25.9µM*	-10.3	-9.0%
> O=C(Nc1ccc2c(c1)OCO2)c1cc(C2CCCCN2C(=O)CCCc2ccccc2)on1 (stereo not drawn)
  0.1%	0.0%	·	-4.2%	-20.3%	-0.5	·	-27.7	-5.1%
> Cc1csc2ncc(C(=O)NCc3ccccn3)c(=O)n12
  ?	9.5%	-0.2%	5.5%	2.6%	5.0	-1.3%	22.7	5.8%
> CCN1CCC(O)(/C=C/c2ccc(C(C)C)cc2)C(C(=O)/C=C/c2ccc(C(C)C)cc2)C1 (stereo not drawn)
  ?	?	?	?	?	-9.4	11.6µM*	-116.9*	20.6µM*
> CCOc1ccc(NC(=O)c2sccc2-n2cccc2)cc1
  -5.4%	0.3%	3.6%	-1.2%	6.7%	0.3	12.2%	3.3	6.1%
> CSc1nnc(NC(=O)c2nc(S(=O)(=O)Cc3ccccc3F)ncc2Cl)s1
  ?	?	?	?	-3.3%	-25.3	?	-101.3*	20.6µM*
> Cc1ccc(NC(=O)c2ccccc2N(C)S(C)(=O)=O)cc1C
  -2.3%	9.1%	-4.0%	1.3%	-0.3%	0.3	-21.7%	13.9	2.6%
> O=S1(=O)C[C@H](N2CCOCC2)[C@@H](COCc2ccccc2)N1
  0.0%	0.1%	·	19.6%	5.0%	6.7	·	-9.3	9.0%
> COc1ccc(N2CCN(C(=O)c3cc4c(-c5cccc(OC)c5)nn(C)c4s3)CC2)cc1
  -15.0%	4.2%	-3.4%	-14.2%	0.3%	1.4	16.3%	0.0	-8.7%
> COc1ccc(-c2nnc(CSc3nnc(-c4ccncc4)n3C3CCCCC3)o2)cc1OC
  13µM*	4.2%	-2.5%	-23.1%	-5.0%	-5.9	12.5%	28.9	?

# Source: PubChem BioAssay (National Center for Advancing Translational Sciences (NCATS))

# Rows are unselected, and some 11% of all compounds hit somewhere here.
